Assay outcomes (PubChem BioAssay)
UBC13 inh: UBC13 polyubiquitin chain formation inhibitors, primary screen, biochemical, TR-FRET, uHTS. Ubiquitin-conjugating enzyme E2 N (Homo sapiens), P61088. AID 485273, 2010. inhibition, % at 20 µM. hit rate 0.47% among 330,000; in the data active = inhibition above about 45%, passing the limit was not always enough
SENP8 block-1: human SENP8 protease inhibitors, primary screen, biochemical, fluorescence, Nedd8 protein substrate, uHTS; Sentrin-specific protease 8 (Homo sapiens), Q96LD8; recombinant SENP8; inhibition, % at 20 µM; hit rate 0.64% among 360,000; AID 602440, 2012; in the data active = inhibition mostly above about 40%, no sharp cut-off; inactive = mostly below about 27%
SENP6 inh: SENP6 protease inhibitors, primary screen, biochemical, luminescence, uHTS. Sentrin-specific protease 6 (Homo sapiens), Q9GZR1. Recombinant SENP6 catalytic domain, aminoluciferin luminescence. inhibition, % at 10 µM. hit rate 1.8% among 330,000;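 active = inhibition above about 50% at the single tested dose, limit read from the data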;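 note: plate controls were DMSO wells with enzyme for no effect and DMSO wells lacking enzyme for full effect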
Target sequence (Q9GZR1 628-1112 limits assumed): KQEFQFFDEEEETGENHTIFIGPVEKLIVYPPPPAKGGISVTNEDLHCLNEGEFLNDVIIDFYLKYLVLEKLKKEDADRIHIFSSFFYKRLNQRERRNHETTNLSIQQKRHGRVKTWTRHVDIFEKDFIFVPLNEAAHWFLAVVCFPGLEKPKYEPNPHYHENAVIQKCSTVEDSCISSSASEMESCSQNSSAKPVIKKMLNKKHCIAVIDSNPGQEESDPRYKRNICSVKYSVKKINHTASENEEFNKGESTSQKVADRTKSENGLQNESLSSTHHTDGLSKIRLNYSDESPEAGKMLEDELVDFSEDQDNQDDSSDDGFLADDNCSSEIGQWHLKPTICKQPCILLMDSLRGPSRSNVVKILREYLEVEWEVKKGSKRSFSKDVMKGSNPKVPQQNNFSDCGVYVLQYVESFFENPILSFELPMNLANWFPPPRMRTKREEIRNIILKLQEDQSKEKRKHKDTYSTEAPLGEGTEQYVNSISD
SENP8 block-2: SENP8 protease inhibitors, primary screen, biochemical, luminescence; hit rate 1.2% among 330,000; purified SENP8, Z-RLRGG-aminoluciferin cleavage; inhibition, % at 10 µM; AID 2540, 2010; Sentrin-specific protease 8 (Homo sapiens), Q96LD8; in the data active = inhibition above about 50%
HKDC1 inh: HKDC1 hexokinase inhibitors, primary screen, biochemical, fluorescence, uHTS; Q2TB90; recombinant HKDC1, G6PDH/diaphorase resazurin coupled fluorescence; inhibition, % at 20 µM; hit rate 0.16% among 340,000; AID 493160, 2011;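 active = inhibition above about 35% when tested at 20 µM, limit read from the data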;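 note: plate controls were DMSO wells with enzyme for no effect and DMSO wells lacking enzyme for full effect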
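System: Recombinant HKDC1 hexokinase | Amount: HKDC1 at 5 µg/mL | Reagent: Glucose with 1 mM ATP | Doses: Single 20 µM dose | Incubation: Reaction time 90 min, room temperature, protected from light | Signal: Coupled resazurin fluorescence, excitation 525 nm, emission 613 nm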
SENP1 inh: human SENP1 catalytic domain inhibitors, primary screen, biochemical, FRET, uHTS. AID 624204, 2012. inhibition, % at 10 µM. Sentrin-specific protease 1 (Homo sapiens), Q9P0U3. recombinant SENP1 catalytic domain, CyPet-SUMO1-YPet FRET cleavage. hit rate 0.21% among 360,000;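 active = inhibition at least 30% at 10 µM, raw YFP signal under a set limit, fluorescence ratio 0.5 to 1.5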;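 note: 0% = enzyme with DMSO and 100% = no enzyme wells; some results filed as inactive read as strong as hits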
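Controls: no-enzyme wells low, DMSO-plus-enzyme wells high control. Test system: human recombinant His6-tagged SENP1 catalytic domain enzyme. Reagent: SFCypet-SUMO1-SFYpet FRET protein substrate, 25 nM final. Doses: one dose per compound, 10 µM, 0.5% DMSO. Detection: FRET, CFP and YFP emission. Timing: 50 min reaction at room temperature.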
MIN6 prolif: inducers of MIN6 beta-cell proliferation, primary screen, ATP luminescence, uHTS; hit rate 0.29% among 330,000; MIN6 cells proliferation, ATPlite luminescence, 48 h; cells starved in 0.2% serum; 100% = growth in 10% serum; proliferation, % at 10 µM;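 active = compounds whose signal lies at least 3.5 SD above the mean of all wells on their plate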;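 note: 0% = DMSO-treated cells in low-serum medium and 100% = 10% serum control; some compounds called inactive have numbers as strong as hits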
PfG6PD inh: PfG6PD enzyme inhibitors, primary screen, biochemical, fluorescence intensity, uHTS; glucose-6-phosphate dehydrogenase-6-phosphogluconolactonase (Plasmodium falciparum 3D7); PfGluPho enzyme, NADPH resazurin-diaphorase fluorescence; inhibition, % at 20 µM; hit rate 0.78% among 350,000; AID 504690, 2011;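 active = inhibition reaching at least a set limit at 20 µM in the primary screen, cut at about 59% in these data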;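 note: 0% = DMSO wells with substrate and 100% = DMSO wells lacking glucose-6-phosphate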
SENP7 block: SENP7 protease inhibitors, primary screen, biochemical, luminescence, uHTS; Sentrin-specific protease 7 (Homo sapiens), Q9BQF6; recombinant SENP7, Z-RLRGG-aminoluciferin luminescence, 40 min; inhibition, % at 5 µM; hit rate 1.5% among 330,000; AID 434973, 2010;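 active = inhibition above about 50% at the single test dose, limit read from the data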;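 note: plate controls were DMSO with enzyme for no effect and no enzyme buffer wells for full effect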
Target sequence (Q9BQF6 706-1050 limits assumed): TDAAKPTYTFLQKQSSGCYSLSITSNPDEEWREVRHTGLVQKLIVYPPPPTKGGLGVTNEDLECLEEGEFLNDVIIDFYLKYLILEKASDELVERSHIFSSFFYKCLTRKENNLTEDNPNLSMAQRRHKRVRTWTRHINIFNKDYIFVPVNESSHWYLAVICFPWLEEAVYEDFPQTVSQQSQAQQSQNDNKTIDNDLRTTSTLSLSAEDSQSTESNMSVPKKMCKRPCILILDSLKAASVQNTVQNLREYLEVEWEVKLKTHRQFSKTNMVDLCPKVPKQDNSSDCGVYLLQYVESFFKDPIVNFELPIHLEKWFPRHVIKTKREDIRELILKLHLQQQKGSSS
Numbers without * were called inactive; x = no result given.

structure	UBC13 inh	SENP1 inh	HKDC1 inh	SENP8 block-2	SENP6 inh	MIN6 prolif	SENP8 block-1	PfG6PD inh	SENP7 block
COCCNC(=O)c1ccc(N2CCC3(CC2)OCCO3)c([N+](=O)[O-])c1	0	1	12	2	-2	0	17	10	2
Cc1cccc(-n2[nH]c3c4c(ccc3c2=O)C(=O)c2ccccc2C4=O)c1	-71	-4	15	-15	-12	-4	30	-7	-6
COc1ccc2oc3cc(C)[n+]([O-])c(-c4ccc(Cl)cc4)c3c2c1	-2	-1	18	-2	-2	-1	-158	2	2
Cc1nn(C)c(C)c1S(=O)(=O)N(CC(=O)Nc1nccs1)c1ccc(C(C)C)cc1	8	0	-1	-8	4	-1	1	14	-7
CN(C)c1cccc(C(=O)NCC(c2ccco2)N(C)C)c1 (stereo not given)	2	-10	6	10	-2	-6	-156	-3	4
COc1ccc(OCC(=O)NNC(=O)C(=O)Nc2ccccc2)cc1	-10	1	3	-6	-2	4	20	-21	-7
COc1cc(NC(=O)c2cccs2)c(OC)cc1NC(=O)Nc1ccc(F)cc1	-1	-1	9	-4	-22	-2	15	9	6
Cc1ccc(C2=CC(c3ccc(N(C)C)cc3)n3nnnc3N2)cc1 (stereo not given)	-6	-36	-1	0	-2	-6	-449	12	5
COCCNC(=O)c1cccc(OC2CCN(Cc3ccccc3C)CC2)c1	-3	-1	3	0	3	-3	14	5	1
COc1cccc(CNC(=O)Cc2ccc(Br)cc2)c1	-2	1	-10	-12	-5	0	-63	4	-2
CC1CC(C)CN(S(=O)(=O)c2ccc(NC(=O)c3ccc(=O)[nH]c3)cc2)C1 (stereo not given)	1	0	-3	3	-11	-4	-6	6	2
CCOc1cc2[nH]c(=O)n(CC3CCC(C(=O)NCCCOC)CC3)c(=O)c2cc1OCC (stereo not given)	3	0	1	-5	-8	1	-66	-9	4
O=C(c1cnccn1)N(c1ccccc1)C1(C(=O)NC2CCCC2)CCCCC1	-10	-1	6	-4	-19	0	13	7	-8
Cc1ccc2nc3c(cc(C(=O)NC4CCCC4)c(=N)n3C3CCCCC3)c(=O)n2c1	19	-21	2	1	10	-1	-311	22	3
O=C(N/N=C/c1ccccc1)C(O)c1ccccc1 (stereo not given)	2	2	-4	2	-9	-3	9	-11	3
Nc1ccc(N2CCOCC2)c(S(=O)(=O)Nc2cc(Cl)ccc2Cl)c1	4	-5	6	1	-20	-2	0	-4	-7
NS(=O)(=O)c1ccc(NC(=O)COC(=O)C2CC(=O)N(Cc3ccccc3)C2)cc1 (stereo not given)	7	0	-7	-3	-16	0	7	-10	2
CCOc1ccc(C(=O)Nc2ccc(C(=O)N3CCOCC3)cc2)c(OCC)c1	1	1	0	9	3	4	-2	3	-4
O=[N+]([O-])c1ccc2nc(-c3ccccc3)cc(-c3ccccc3)c2c1	-1	1	-11	-5	17	0	29	-5	2
COc1cc2c(=O)n(CC3CCCO3)c(=O)n(CC(=O)Nc3ccccc3)c2cc1OC (stereo not given)	7	0	-3	-9	4	2	-167	11	-5
Cc1cc(C(=O)N[C@@H](c2ccccc2)[C@]2(C)C[C@H]2[C@@H](C)C(=O)Nc2ccc3ccccc3c2)no1	1	1	2	-5	-10	-7	10	11	-3
Cc1ccc(C(=O)Nc2cccc(C(=O)N3CCN(C)CC3)c2)cc1	4	3	-6	0	9	-4	16	-2	-1
COc1ccc(OC)c(NC(=O)Cc2csc(NC(=O)Nc3ccccc3OC)n2)c1	10	-1	-1	-14	5	-4	-1	16	-11
C/C(=N\NC(=O)c1ccncc1)c1cccs1	0	1	-12	-4	-8	1	8	11	4
CCOc1ccc(-c2nc(CN3CCCCC3CCn3cccn3)c(C)o2)cc1 (stereo not given)	-1	-6	1	-3	14	-1	-2	-10	2
O=C(CNC(=O)c1ccc(S(=O)(=O)N2CCCC2)cc1)N/N=C/c1c(Cl)cccc1Cl	10	3	13	6	2	1	3	27	2
O=C(CNC(=O)c1ccccc1)OCC(=O)c1c[nH]c2ccccc12	15	-13	-2	9	8	-3	-15	-1	-1
COc1ccc(CCC(=O)Nc2ccc(Cn3ccnc3)cc2)cc1	-9	1	-1	-6	-15	-3	5	0	-13
Cc1ccc(N2C(=O)N(CC(=O)c3cc(C)ccc3C)C(=O)C2C)cc1 (stereo not given)	13	3	0	9	0	0	11	6	-1
Cc1ccccc1N=C/C=C1\N(C)c2ccccc2C1(C)C	2	-40	-3	0	-12	-6	-10	7	3
COc1ccc(OC)c(NC(=O)Cn2cc(C(=O)c3ccco3)c3ccccc32)c1	15	3	-1	1	-9	-1	-39	16	2
O=C(O)CCc1ccc(-c2ccc(Cl)cc2)n1Cc1ccco1	0	-9	-9	5	8	0	-52	-20	5
C=CCNC(=O)c1c2c(nc3ccccc13)-c1ccccc1CC2	-7	0	-2	-12	-18	7.0*	-54	-2	-1
COc1ccc(NC(=O)C2CCCC2)cn1	0	0	2	-2	-5	-5	7	-14	9
CCOC(=O)CCC(=O)NNC(=O)c1ccc(NC(=O)c2ccccc2)cc1	1	2	-8	4	10	0	3	2	9
COc1ccc(/C=C(\NC(=O)c2ccccc2Cl)C(=O)NCCCC(=O)O)cc1	1	3	-14	7	11	-1	12	2	4
CC(=O)NC(CCS(C)(=O)=O)C(=O)Nc1ccc2c(c1)OCCO2 (stereo not given)	5	2	-3	3	-2	-1	20	-5	-7
Nc1c(Cl)cnn(-c2ccccc2)c1=O	-2	1	-7	-5	-30	0	32	-8	10
COC1=CC(=O)C[C@@H](C)[C@]12Oc1c(Cl)c(OC)cc(OC)c1C2=O	2	1	-7	13	-16	-2	-162	-10	-6
C[C@@H]1CN([C@H](C)CO)C(=O)c2cc(NS(=O)(=O)c3cccs3)ccc2O[C@H]1CN(C)Cc1ccccc1	10	-2	-2	2	0	1	13	5	2
Cc1cc(C(=O)O)cc(Br)c1N	4	1	8	1	1	2	11	8	7
CCNc1nc(NCC)nc(NC(N)=S)n1	2	1	-5	-8	-22	5	16	-11	10
CCC/C(=N\NC(=O)CCC(=O)NCc1ccccc1)c1ccccc1	3	1	-8	-3	18	-2	6	-1	4
Cc1ccc(NS(=O)(=O)c2c(C)[nH]c(=O)[nH]c2=O)c(Br)c1	0	0	5	1	-14	5	15	-12	2
O=C(COc1ccccc1)NC1CCCCC1	7	1	1	2	3	0	22	2	3
COc1nc2c(s1)C(=O)NCCC2	3	1	3	3	-3	2	23	11	-6
Cc1c(NC(=O)COc2ncnc3ccccc23)c(=O)n(-c2ccccc2)n1C	-6	2	-8	0	-15	-2	10	0	1
COc1ccc(C2NN=C(c3ccc(C)cc3)S2)cc1 (stereo not given)	x	-3	0	x	x	x	-295	18	x

Part of the list above in order of molecular weight, smallest number first.
structure	UBC13 inh	SENP1 inh	HKDC1 inh	SENP8 block-2	SENP6 inh	MIN6 prolif	SENP8 block-1	PfG6PD inh	SENP7 block
Nc1c(Cl)cnn(-c2ccccc2)c1=O	-2	1	-7	-5	-30	0	32	-8	10
CCNc1nc(NCC)nc(NC(N)=S)n1	2	1	-5	-8	-22	5	16	-11	10
COc1ccc(C2NN=C(c3ccc(C)cc3)S2)cc1 (stereo not given)	x	-3	0	x	x	x	-295	18	x

(list continues)
structure	UBC13 inh	SENP1 inh	HKDC1 inh	SENP8 block-2	SENP6 inh	MIN6 prolif	SENP8 block-1	PfG6PD inh	SENP7 block
COc1cccc(/C=C/C(=O)NCc2ccc3c(c2)OCO3)c1	-4	3	-4	-12	-14	0	-3	-9	-11
Cn1c(=O)c2c(nc(CN3CCOCC3)n2CC(=O)c2ccccc2)n(C)c1=O	-12	-1	-1	0	4	1	16	-7	12
CCCNC(=O)c1cc(OC)c(OC)cc1[N+](=O)[O-]	-2	3	-5	-1	1	-3	22	-6	4
c1ccc(CSc2nnc(SCc3ccccn3)s2)nc1	-4	3	8	0	4	3	14	6	-4
CCOC(=O)CNC(=O)c1sc(NC(=O)c2ccccc2F)nc1C	6	-3	-12	70*	77*	0	-13	-3	88*
O=S(=O)(NNc1ccc(F)cc1F)c1cccc(Cl)c1	2	-6	-2	0	-23	0	6	46	-6
COc1ccc(C2(C)NC(=O)N(CC(=O)NC3CCCC3)C2=O)cc1OC (stereo not given)	-4	2	3	-5	6	1	12	-7	4
CC1C(=O)C(C)C(c2cccs2)NC1c1cccs1 (stereo not given)	-11	0	5	2	17	-3	16	-4	2
NC(=O)C1CCCN(C(=S)NCc2ccc3c(c2)OCO3)C1 (stereo not given)	8	3	-7	-4	1	2	5	-10	4
O=C(N1CCN(c2ccc(F)cc2)CC1)C1(c2cccs2)CCOCC1	-11	0	6	-14	-19	-1	4	-16	-5
CCOC(=O)CNC(=O)c1ccccc1Br	3	0	-3	-8	6	-3	12	1	-5
Cc1ccc2c(c1)C1NC(=S)NC(C)(O2)C1C(=O)Nc1ccc(Cl)cc1 (stereo not given)	-21	3	-1	-9	-18	0	25	44	-8
